S1P4 ag: activates the human S1P4 receptor; S1P4-expressing cell line, agonist reporter assay; activation, % at 4.98 µM; 0.35% of 220,000 active; AID 1509; in the data active means activation above about 11%;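 further: 0% = DMSO vehicle and 100% = reference agonist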
NPY-Y2 PAM-ag: potentiates or activates human NPY-Y2 receptor | P49146 | cells expressing NPY-Y2, potentiator/agonist read-out | activation, % at 3.6 µM | 0.45% of 220,000 active | AID 1359; in the data active means activation above about 27%;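 further: cells stimulated with NPY near EC25 plus isoproterenol at EC100; 0% = vehicle plus submaximal agonist and 100% = vehicle plus saturating agonist; some results beyond the cut were filed as inactive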
Target sequence (P49146 whole entry, looked up): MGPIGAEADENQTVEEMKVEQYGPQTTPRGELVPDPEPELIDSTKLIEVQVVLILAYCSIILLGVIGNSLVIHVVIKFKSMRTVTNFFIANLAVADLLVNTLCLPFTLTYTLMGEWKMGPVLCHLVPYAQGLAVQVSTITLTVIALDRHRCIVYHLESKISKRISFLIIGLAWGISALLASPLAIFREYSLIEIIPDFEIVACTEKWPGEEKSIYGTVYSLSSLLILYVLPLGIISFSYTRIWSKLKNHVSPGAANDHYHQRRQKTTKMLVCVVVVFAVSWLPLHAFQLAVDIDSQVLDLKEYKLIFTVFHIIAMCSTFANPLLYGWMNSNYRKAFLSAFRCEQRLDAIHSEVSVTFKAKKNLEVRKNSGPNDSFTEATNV
NPY Y1 blocker: NPY-Y1 (human) receptor antagonism; P25929; HEK293-CNG Y1 cells, membrane potential fluorescence; NPY at EC95, then isoproterenol; inhibition, % at 3.6 µM; 1% of 200,000 active; AID 1040;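 active means inhibition above the campaign mean inhibition of all tested compounds plus 3 SD, cut at about 20% in these data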;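 further: 0% = DMSO wells given NPY plus isoproterenol and 100% = isoproterenol alone without NPY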
Target sequence (P25929 whole entry, looked up): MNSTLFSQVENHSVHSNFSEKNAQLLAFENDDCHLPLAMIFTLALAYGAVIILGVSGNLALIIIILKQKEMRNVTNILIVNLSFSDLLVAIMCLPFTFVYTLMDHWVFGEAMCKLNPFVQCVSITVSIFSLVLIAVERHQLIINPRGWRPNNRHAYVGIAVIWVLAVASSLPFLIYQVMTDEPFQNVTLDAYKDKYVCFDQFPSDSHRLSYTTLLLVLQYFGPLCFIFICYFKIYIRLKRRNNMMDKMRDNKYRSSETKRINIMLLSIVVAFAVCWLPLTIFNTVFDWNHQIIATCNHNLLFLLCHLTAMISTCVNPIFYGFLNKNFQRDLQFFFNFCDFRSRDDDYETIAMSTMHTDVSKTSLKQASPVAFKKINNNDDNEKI
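Assay system: HEK293 cells with Y1 receptor plus CNG channel | Probe or stimulus: NPY (25 nM), isoproterenol (1 µM), Ro 20-1724 (25 µM) | Timing: Compound incubation 1 h at room temperature, readout 45 min post-stimulation | Measured by: Membrane-potential fluorescent dye readout | Benchmarks: High control isoproterenol alone, low control NPY with isoproterenol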
CHOP inhibitor: inhibitors of CHOP induction in ER stress response; CHO-K1 CHOP-promoter luciferase, tunicamycin-induced, 15-18 h; inhibition, % at 10 µM; 3.8% of 220,000 active; AID 2732;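 active means compounds that reduced the stress-induced luciferase reporter signal by more than about 70% of percent inhibition, limit read from the data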;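 further: 0% = tunicamycin plus vehicle and 100% = wells without tunicamycin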
p47phox inh: blocks human p47phox regulatory protein of NADPH oxidases | p47phox/p22phox peptide binding, fluorescence polarization, 2 h | inhibition, % at 24.7 µM | 0.53% of 220,000 active;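 active means inhibition above about 30%, limit read from the data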;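 further: 0% = p47phox with labelled peptide and 100% = labelled peptide alone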
NPY1 pot ag: human NPY-Y1 potentiation or agonism, primary screen; P25929; NPY-Y1 expressing cells, potentiator/agonist activation; activation, % at 3.6 µM; 0.37% of 220,000 active; AID 1304; in the data active means activation above about 33%, passing the limit was not always enough;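 further: cells stimulated with NPY at EC10 then isoproterenol at EC100; 0% = low agonist plus stimulus and 100% = saturating agonist plus stimulus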
S1P4 antag: human S1P4 receptor antagonism; 0.26% of 220,000 active; S1P4-expressing cells, antagonist mode, reporter read-out; O95977; AID 1510; inhibition, % at 4.98 µM; in the data active means inhibition above about 29%;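 further: 0% = wells stimulated with agonist and 100% = vehicle wells without agonist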
BaF3 parental: parental Ba/F3 viability inhibition as JAK2V617F counter-screen | CellTiter-Glo ATP luminescence | inhibition, % at 5.6 µM | 1.1% of 220,000 active | AID 1486;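 active means inhibition above a per-campaign cutoff, the mean inhibition of all tested compounds plus 3 SD, cut at about 27% in these data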;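 further: 0% = DMSO wells and 100% = JAK Inhibitor I control wells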
Ba/F3 V617F tox: lowers viability of Ba/F3 cells expressing EpoR and JAK2V617F; 1.1% of 220,000 active; inhibition, % at 5.6 µM; ATP luminescence;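 active means inhibition above the campaign mean plus 3 SD over all tested compounds, cut at about 24% in these data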;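 further: cytokine-independent growth of Ba/F3 cells driven by EpoR plus mutant JAK2; 0% = DMSO-treated cells and 100% = JAK inhibitor I control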
Starred values were filed as active, the others as inactive; / = not tested or not shown.

SMILES	S1P4 ag	NPY-Y2 PAM-ag	NPY Y1 blocker	CHOP inhibitor	p47phox inh	NPY1 pot ag	S1P4 antag	BaF3 parental	Ba/F3 V617F tox
Cc1ccccc1-n1c(=O)/c(=C\c2ccco2)s/c1=C(/C#N)C(=O)Nc1ccccc1	1.6	-3.2	-1.0	11.8	-83.8	-5.7	-13.0	2.6	-1.8
CC(=O)c1cnc2cc(-c3ccc(C)cc3)nn2c1C	1.5	-6.4	-4.7	23.8	2.7	-2.7	-6.0	1.8	3.0
O=C(CCn1nc(-c2ccc(Cl)cc2)c2ccccc2c1=O)NCCN1CCOCC1	1.8	12.2	0.5	6.0	-6.2	6.8	-19.3	0.1	-3.7
O=C(COc1ccc2ccc(=O)oc2c1)N1CCN(c2ccccc2)CC1	1.7	0.8	2.1	23.0	-1.6	1.2	5.0	6.7	1.6
CC(=O)C12C3C4C(C5C1C3C5(Br)C41OCCO1)C21OCCO1 (stereo not given)	-0.1	-2.3	-2.9	20.1	1.5	-9.1	-0.8	6.6	3.7
NC(=O)C1CCC(NC(=O)OCc2ccccc2)CC1 (stereo not given)	-1.9	6.7	-2.7	24.4	-11.8	3.5	-2.1	-1.3	-4.1
COC(=O)c1cc(NC(=O)c2c(F)c(F)c(F)c(F)c2F)cc(C(=O)OC)c1	-1.4	-7.0	1.5	20.3	10.9	-23.3	-5.7	-0.5	-2.0
Cc1cc(N)c2ccccc2n1	0.9	2.2	-1.4	0.5	-8.0	18.5	-1.8	6.0	-0.5
CCOC(=O)c1c(C)oc2cc(Br)c(OC)cc12	-0.2	-13.0	0.9	48.0	-12.8	-17.4	7.8	-1.5	1.6
Cc1c(C(=O)O)oc2c1/C(=N\O)CC(C)(C)C2	-0.8	-7.9	-8.0	11.5	-3.2	0.2	-18.0	2.5	-3.4
CCCOc1cccc(C2/C(=C(/O)c3ccc(F)cc3)C(=O)C(=O)N2CCN(C)C)c1 (stereo not given)	0.4	12.6	-10.5	1.8	-4.4	-0.7	-2.3	3.5	-1.6
CC(C)(C)c1ccc(S(=O)(=O)NCc2ccc(C(=O)N3CCCC3)cc2)cc1	-5.1	-3.3	4.2	25.1	-12.2	17.5	1.1	4.7	-1.0
Brc1ccc(CSc2nnc(-c3ccco3)o2)cc1	2.9	-8.7	14.4	8.4	-6.6	-31.1	-16.6	5.0	1.5
CCCCN(C)CCNC(=O)Cn1ncc2c(=O)oc3ccc(C)cc3c21	1.1	-3.0	3.8	-1.7	-1.3	4.4	-6.2	5.3	2.7
O=C(CSc1nc2cc(Cl)ccc2s1)NC(=O)NCc1ccco1	-0.2	-1.5	-0.9	-6.8	-29.7	-3.5	7.9	8.3	4.3
COc1ccc2c(=O)c(-c3ccccc3)c(C)oc2c1	-0.9	-16.3	6.9	35.8	-0.3	3.0	0.6	2.1	-3.5
O=C(NCc1cccs1)c1nc2c(nnn2Cc2ccccc2Cl)c(=O)[nH]1	-0.7	-21.4	13.8	/	3.4	-32.0	7.0	-3.2	-4.3
Cc1cccc(NS(=O)(=O)c2cnc[nH]2)c1	1.1	-21.4	4.3	-18.4	-4.0	-56.9	6.2	92.8*	3.9
COC(=O)COC(=O)CC(CC(N)=O)c1ccccc1 (stereo not given)	2.8	15.5	3.6	20.7	-1.9	-5.0	-12.3	-1.2	-3.9
CSC1=NCCN1C(=O)c1cccc(Br)c1	1.3	3.4	-2.0	-0.1	9.7	-6.8	3.0	2.1	3.1

Part of the list above, with each value named:
CCOC(=O)c1c(C)oc2cc(Br)c(OC)cc12
  S1P4 ag: -0.2 | NPY-Y2 PAM-ag: -13.0 | NPY Y1 blocker: 0.9 | CHOP inhibitor: 48.0 | p47phox inh: -12.8 | NPY1 pot ag: -17.4 | S1P4 antag: 7.8 | BaF3 parental: -1.5 | Ba/F3 V617F tox: 1.6

Cc1cc(N)c2ccccc2n1
  S1P4 ag: 0.9 | NPY-Y2 PAM-ag: 2.2 | NPY Y1 blocker: -1.4 | CHOP inhibitor: 0.5 | p47phox inh: -8.0 | NPY1 pot ag: 18.5 | S1P4 antag: -1.8 | BaF3 parental: 6.0 | Ba/F3 V617F tox: -0.5

Cc1cccc(NS(=O)(=O)c2cnc[nH]2)c1
  S1P4 ag: 1.1 | NPY-Y2 PAM-ag: -21.4 | NPY Y1 blocker: 4.3 | CHOP inhibitor: -18.4 | p47phox inh: -4.0 | NPY1 pot ag: -56.9 | S1P4 antag: 6.2 | BaF3 parental: 92.8* | Ba/F3 V617F tox: 3.9

O=C(CCn1nc(-c2ccc(Cl)cc2)c2ccccc2c1=O)NCCN1CCOCC1
  S1P4 ag: 1.8 | NPY-Y2 PAM-ag: 12.2 | NPY Y1 blocker: 0.5 | CHOP inhibitor: 6.0 | p47phox inh: -6.2 | NPY1 pot ag: 6.8 | S1P4 antag: -19.3 | BaF3 parental: 0.1 | Ba/F3 V617F tox: -3.7

(cont.)
SMILES	S1P4 ag	NPY-Y2 PAM-ag	NPY Y1 blocker	CHOP inhibitor	p47phox inh	NPY1 pot ag	S1P4 antag	BaF3 parental	Ba/F3 V617F tox
C(#CC12CC3CC(CC(C3)C1)C2)CN1CCOCC1	-1.0	5.3	-0.8	3.6	-15.6	9.8	-12.3	5.4	4.6
O=C(Cn1c(Cc2ccccc2)nc2ccccc21)NCc1ccc2c(c1)OCO2	22.4*	-7.8	0.8	-15.2	-12.3	-17.1	-13.8	0.8	-2.1
CC1(C)CC(=O)C=C(Nc2ccc(OCC(F)(F)C(F)F)cc2)C1	1.6	5.6	-0.2	50.0	-8.7	-12.1	1.0	1.8	2.2
Cn1cnc([N+](=O)[O-])c1SCC(O)CN1CCCCC1 (stereo not given)	-0.4	23.1	3.4	4.3	-6.4	-17.5	-15.9	1.4	-1.0
c1ccc(C2c3[nH]c4ccccc4c3CCN2Cc2cccn2-c2cccnc2)nc1 (stereo not given)	0.3	-3.0	4.3	-19.1	-8.1	-1.3	-15.5	3.4	-0.6
CCOC(=O)c1cc2c(nc1N)CCCC2	-0.2	15.5	/	1.8	-10.2	-9.8	0.7	1.7	-4.4
CC1=CC(C)C(C(=O)O)C(C(=O)Nc2cccnc2)C1 (stereo not given)	0.7	-0.7	-7.1	24.2	-4.2	25.5	11.4	3.8	-3.5
COc1cccc(OC)c1C(=O)Nc1ccc(CN2CCOCC2)cc1	2.5	11.9	5.8	19.5	-10.7	-13.4	-2.0	1.4	-2.0
CCOCCCN(C(=O)Cn1nnc2ccccc21)C(C(=O)NCc1ccco1)c1ccncc1 (stereo not given)	0.6	0.5	-4.1	14.3	-21.4	10.4	-12.9	2.4	-0.7
O=C(COC(=O)COc1ccccc1)Nc1ccccc1OC(F)F	-0.1	15.8	-0.7	-19.3	-20.0	14.1	10.6	4.0	0.3
Cc1ccc(-n2cc(CN3CCN(c4ccccn4)CC3)c(-c3ccc(F)cc3)n2)cc1	0.9	10.3	3.6	58.3	1.3	-13.9	-16.7	1.9	2.1
Cc1ccccc1/C=C/c1nc2ccccc2c(=O)n1CCc1ccccc1	0.8	4.6	2.2	59.2	-5.5	-9.8	-22.0	4.2	0.7
O=C(CC1NCCc2ccccc21)Nc1ccc(Cl)cc1 (stereo not given)	-1.4	-12.1	0.9	-6.7	1.7	55.7*	-4.6	9.6	2.2
Cc1ccc(S(=O)(=O)CCC(=O)OCc2ccc(Cl)cc2)cc1	0.4	-6.8	-0.7	-3.5	1.7	5.0	-12.2	6.5	4.1
O=c1oc2ccccc2cc1-c1nc2c(s1)CCc1ccccc1-2	0.6	12.6	5.5	3.4	-30.1	4.1	7.6	5.9	-2.9
COC(=O)/C=C/C(=O)N1CCN(c2ccccc2C)CC1	0.7	-0.7	-5.6	8.2	-7.4	-24.6	-2.4	6.1	1.2
Cc1cc(Cl)ccc1N(CC(=O)NCCSCc1ccco1)S(C)(=O)=O	1.1	-12.0	-0.7	7.4	-3.5	-16.2	0.5	8.0	6.5
CCc1ccc(C(=O)CN(C#N)c2nc(C)cc(C)n2)cc1	0.0	-38.9	6.3	36.2	-15.1	-4.9	-6.6	6.2	-0.8
Cc1ccc2cc(CN(CCN3CCOCC3)Cc3nnnn3Cc3ccco3)c(=O)[nH]c2c1C	1.9	-10.7	6.2	-1.1	3.2	-0.2	-7.5	2.8	7.3
CCNc1nc(NC(C)(C)C)nc(N2CCCC2)n1	-1.5	10.8	3.6	18.1	-5.5	0.9	15.6	2.2	-2.1
O=C1c2ccccc2C(=O)N1Cc1ccco1	3.6	0.4	3.1	3.2	-3.8	-3.5	-30.4	1.3	2.1
O=C(O)c1ccc(COc2ccccc2Cl)cc1	2.5	2.5	8.8	-10.4	-13.3	-16.2	-0.1	-0.9	-3.6
Cc1ccn2c(NCc3ccc4c(c3)OCO4)c(-c3ccc(O)cc3)nc2c1	0.8	-5.6	2.6	46.7	0.9	-2.9	16.8	6.5	1.0
C[C@@H](C(=O)OCC(=O)Nc1cc(S(=O)(=O)N2CCOCC2)ccc1Cl)N1C(=O)C2CCCCC2C1=O (stereo not given in full)	-0.2	13.7	-2.4	5.7	-8.7	2.6	-2.5	8.5	0.6
O=C(CNC(=O)c1ccc2ccccc2c1)OCC(=O)N1CCN(S(=O)(=O)c2ccc3ccccc3c2)CC1	-0.1	16.0	-6.7	30.5	-9.0	10.5	-9.5	0.4	0.1
Cc1ccccc1Cn1c(=N)n(CC(O)c2ccco2)c2ccccc21 (stereo not given)	-0.4	-7.3	25.4*	60.1	-18.8	-21.3	-1.1	5.7	-1.2
Cc1ccnc(Sc2nc3c(c(=O)[nH]c(=O)n3C)n2CCCc2ccccc2)n1	0.6	2.2	-1.0	14.2	-10.3	-15.2	-1.2	0.0	-0.7
Cc1cc2n(n1)C(c1ccco1)Nc1ccccc1-2 (stereo not given)	-0.2	-10.3	6.4	3.4	-15.9	9.3	2.1	2.4	-0.4
O=C1C2CC=C(Cl)CC2C(=O)N1CC1OCCc2ccccc21 (stereo not given)	1.2	-31.0	16.5	-1.6	-4.0	-70.1	-16.3	4.6	-0.6
CC(C)Nc1cc(C(C)(C)C)nc2c(-c3ccccc3)cnn12	-0.1	-19.6	/	-47.2	-1.9	-22.0	14.8	0.2	-3.2
CC(c1ccc(Cl)cc1)n1c(-c2ccc3ccccc3n2)n[nH]c1=S (stereo not given)	1.0	2.3	5.0	-4.2	-7.3	-3.5	6.1	4.4	4.6
COc1ccc2cc(CN(CCCN3CCOCC3)Cc3nnnn3C3CCCCC3)c(=O)[nH]c2c1	0.9	-41.8	1.3	15.2	-10.5	-9.0	14.5	4.3	10.3
CCOc1ccccc1NC(=O)CCn1cccc1	1.6	8.5	2.3	-4.1	-3.0	5.6	-1.8	-3.5	-0.1
Cc1ccc(-n2ncc(C#N)c2/N=C/N2CCOCC2)cc1	0.4	-20.2	3.0	6.0	-7.2	-6.5	-8.7	8.9	2.6
Cc1ccc(C2C(C(=O)c3cccs3)=C(O)C(=O)N2c2nnc(C)s2)cc1 (stereo not given)	0.8	-15.8	27.2*	-19.8	-13.6	-1.6	5.6	-0.3	-2.6
CC(C)OP(=O)(OC(C)C)C(Nc1cccc(C(=O)O)c1)c1ccccc1 (stereo not given)	-0.1	0.1	/	7.0	-1.9	-0.5	2.2	-1.9	-3.4
COCCNC(=O)/C(C#N)=C/c1ccc(OC(=O)c2cccs2)c(OC)c1	-4.2	22.6	1.0	-33.0	113.4*	11.8	-1.9	-1.5	-3.6

No enrichment for hits, and some 7.1% of all compounds hit somewhere here.
